Yfh1-depleted yeast: enhancers of respiration in Yfh1-depleted yeast, dose response, Friedreich's ataxia, plus single-dose screen (AID 1465). S. cerevisiae Yfh1-off respiration, WST-1 reduction, 72 h; higher fold induction means a stronger effect. one-dose fold induction at 50 µM; EC50 in µM for titrated hits. 0.074% of 220,000 active;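 active = fold induction of absorbance versus untreated yeast above a set limit, then at least 30% activation at any dose in follow-up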;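 also: activators that raise dye reduction in frataxin-depleted yeast; strong numbers were not always called active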
P. falciparum M17LAP: P. falciparum M17LAP inhibitors, primary screen, biochemical, fluorogenic H-Leu-NHMec substrate, 1536-well (AID 1619) | recombinant M17LAP, H-Leu-NHMec fluorogenic kinetic assay; higher % means a stronger effect | inhibition, % at 30 µM; hits with a dose series show IC50 in µM | 0.38% of 220,000 active;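 active = compound inhibiting the enzyme by more than half at any dose during confirmatory dose-response retesting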;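 also: plate controls were full reaction with DMSO carrier for no effect and no enzyme background for full effect; strong numbers were not always called active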
Insulin prom up: MIN6 insulin promoter up-regulation; AID 1625; 0.3% of 190,000 active; MIN6 insulin promoter-GFP reporter, high-content imaging; stronger effect = higher value; z-score at 5 µM;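 active = z-score above 3 at 5 µM with at least 500 cells counted in the well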
MT stabilizer: microtubule stabilizers in HeLa cells; HeLa tubulin immunostaining HCS, 24 h; share of cells brighter than vehicle mean+2SD; % tubulin-high responders, % at 10 µM; 0.83% of 200,000 active; AID 2205;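 active = plate Z-score above 3 for both tubulin-high and condensed-nucleus cell shares, with cell loss under 80%, at 10 µM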;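 also: anti alpha tubulin signal scored within the nucleus-defined area of each cell; some results filed as inactive read as strong as hits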
HEK293 NOD2/NF-kB: inhibition of NOD2-driven NF-kB reporter – cell-based, luminescence, uHTS, HEK293 (AID 1566); 0.63% of 290,000 active; HEK293 NOD2/NF-kB luciferase reporter, luminescence; higher % means a stronger effect; inhibition, % at 4 µM; hits with a dose series show EC50 in µM; in the data active = inhibition above about 50%; also: many of its hits are not listed in these tables
Autophagy mod: autophagy modulation, high-content screen. MEF GFP-LC3 puncta imaging; test concentration mostly 10 µM. calls only at 10 µM (by protocol). 0.98% of 190,000 active. AID 463193;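 active = percentage of spot-positive cells more than 3 SD above its plate mean, without a fluorescence outlier flag or 80% toxicity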;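 also: spot-positive cell cutoff set from DMSO-treated cells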
bCat nuc transl: modulators of beta-catenin nuclear translocation | 0.3% of 190,000 active | AID 1665 | nuclear translocation activity, % at 5 µM | HeLa beta-catenin nuclear translocation, immunofluorescence imaging;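 active = nuclear translocation activity above 50% at 5 µM, with a well cell count of 50 or more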;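 also: per-cell ratio of nuclear to cytoplasmic median beta-catenin stain intensity; plate controls were DMSO negative control for no effect and GSK-3 inhibitor IX positive control for full effect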
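System: Human HeLa cells, endogenous beta-catenin | Compound dosing: 5 µM primary, 0.02–20 µM confirmation | Timing: 24 h compound exposure at 37°C, 5% CO2 | Measured by: Fluorescence imaging of beta-catenin antibody stain plus DAPI | Read-out basis: % activation of per-cell nuclear versus cytoplasmic median beta-catenin signal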
Dynein transport: blocks dynein driven cargo transport along microtubules; 3617.4 mouse cells, GR-EGFP nuclear translocation imaging; test concentration mostly 20 µM; stimulated with dexamethasone, 1 µM; stronger effect = lower value; z-score, hits read low; 0.47% of 220,000 active; AID 1381;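 active = plate z-score of nuclear minus cytoplasmic receptor signal below a set negative limit, without overly bright fluorescence or cell loss, cut at about -3.5 in these data, passing the limit was not always enough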;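 also: z-score of nuclear minus cytoplasmic ring GR-EGFP intensity difference per well; some compounds called inactive have numbers as strong as hits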
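medium = tetracycline-free induction medium containing charcoal-stripped FBS | also added = 1.0 µM final dexamethasone stimulus | schedule = 48 h induction, 1 h compound, 30 min dex at 37 °C | technique = fixed, Hoechst-stained cells imaged at 10x for EGFP | measure = GR-EGFP nuclear translocation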
NOD1 inhibition: NOD1 signaling inhibitors, primary screen, cell-based, luminescence, uHTS (AID 1578). NOD1-driven NF-kB luciferase reporter cells, luminescence; higher % means a stronger effect. inhibition, % at 4 µM, or EC50 in µM where a hit was titrated. 1% of 290,000 active; in the data active = inhibition mostly above about 36%, no sharp cut-off; inactive = mostly below about 34%;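 also: HEK-293T reporter cells stimulated with the NOD1 agonist gamma-tri-DAP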
Dynein transport cytoplasmic EGFP: second read-out of Dynein transport, no call of its own (marks repeat the call); z-score; measured here: cytoplasmic GR-EGFP intensity; stronger effect = higher value
Dynein transport nuclear GR-EGFP: also measured in Dynein transport; calls as there; z-score; measured here: nuclear GR-EGFP intensity;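 lower value marks the stronger effect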
Dynein transport cell count: recorded beside Dynein transport, whose call it bears; z-score; measured here: cell count per field
Insulin prom up cell count: second read-out of Insulin prom up, no call of its own (marks repeat the call); cell count; measured here: cytotoxicity, nuclei count;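 total cells summed across four imaged fields per well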
bCat nuc transl cell count 5 µM: also measured in bCat nuc transl; calls as there; cell count; measured here: cell count, cytotoxicity flag
MT stabilizer Hoechst-high %: recorded beside MT stabilizer, whose call it bears; % Hoechst-high responders; measured here: nuclear condensation Hoechst responders;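 share of cells brighter than vehicle mean plus two SD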
MT stabilizer cytotoxicity %: further read-out of MT stabilizer, marked with its call; toxicity, %; measured here: cytotoxicity by cell density;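 0% = mean cell density of plate MIN control wells and 100% = no cells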
Autophagy mod cell loss 18 h: second read-out of Autophagy mod, no call of its own (marks repeat the call); toxicity, %; measured here: cell loss, nuclei count;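 cell loss after 18 h compound exposure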
* marks the source's active call; other numbers are inactive results; i = inactive; / = not tested or not shown.

SMILES	Yfh1-depleted yeast	P. falciparum M17LAP	Insulin prom up	Insulin prom up cell count	MT stabilizer	MT stabilizer Hoechst-high %	MT stabilizer cytotoxicity %	HEK293 NOD2/NF-kB	Autophagy mod	Autophagy mod cell loss 18 h	bCat nuc transl	bCat nuc transl cell count 5 µM	Dynein transport	Dynein transport cytoplasmic EGFP	Dynein transport nuclear GR-EGFP	Dynein transport cell count	NOD1 inhibition
CCCSc1nc(C)c(-c2csc(C(C#N)=C3CCCC3)n2)cc1C#N	i	7%	-1.1	940	1.5	2.3	10.0	0%	i	-3	2.8	1328	0.79	0.0072	0.59	-0.46	-4%
C=CCNC(=O)O/N=C/c1csc([N+](=O)[O-])c1	i	15%	0.61	1366	/	/	/	-5%	/	/	-0.6	1331	-0.38	-0.24	-0.21	0.49	-12%
COc1ccc(-n2c(Cn3nnc4ccccc43)n[nH]c2=S)cc1	i	19%	1.1	1248	4.8	2.8	8.6	-9%	i	-3	5.2	525	1.6	1.1	0.81	-0.95	12%
CCC(C)(C)c1ccc(OCCN2C(=O)NC(C)(C)C2=O)cc1	i	3%	-1.1	1000	1.3	1.4	12	20%	i	-3	/	/	-0.68	-0.096	-0.46	0.62	4%
O=C(COC(=O)COc1ccccc1)Nc1ccc(OC(F)(F)F)cc1	i	0%	-0.45	1655	2.3	1.6	4.1	0%	i	5	1.9	1345	-0.086	-0.22	-0.81	-0.011	4%
COc1ccc(C(=O)Nc2ccc(N3CCOCC3)cc2)cc1OC	i	-10%	-0.63	1246	6.2	2.0	4.9	6%	i	6	-3.0	923	-0.51	-0.17	-0.2	2	-23%
O=C1OCC2OC(O)C(O)C(O)C2OC(=O)c2cc(O)c(O)c(O)c2-c2c(O)c(O)c3oc(=O)c4c(c(O)c(O)c5oc(=O)c2c3c54)-c2c1cc(O)c(O)c2O (stereo not given)	i	21%	-0.19	916	/	/	/	-12%	/	/	-0.6	1029	-0.16	-0.77	-0.037	-0.016	-2%
Cc1nc(N)nc(OCC(F)(F)C(F)F)c1Br	i	-3%	-0.15	1657	3.5	3.5	11	6%	i	4	3.4	1122	-1.1	-0.13	-1.3	0.092	46%
Cc1cccc(CSc2nnnn2-c2ccccc2)c1	i	7%	/	/	1.1	1.1	3.3	11%	i	-6	/	/	-0.32	-0.23	-0.088	0.5	-1%
CCOc1ccc2nc(-c3ccc(OC)c(OC)c3)cc(C(=O)O)c2c1	i	22%	0.14	878	3.6	3.0	9.0	8%	i	17	-1.7	1114	0.03	-0.33	0.041	0.52	-7%
Cc1nc(-c2noc(-c3ccccc3Cl)n2)c(C(F)(F)F)o1	i	-3%	0.01	1359	/	/	/	-25%	/	/	-4.7	1236	-1.3	-0.11	-0.64	1.1	-8%
CCn1c(=O)c(C(=O)NCCN2CCCCC2)c(O)c2ccccc21	i	2%	-0.96	728	3.3	2.3	12	24%	i	9	1.3	723	0.22	-0.41	-0.076	-0.13	-26%
Cc1nc([N+](=O)[O-])c(Br)n1CC(=O)c1ccc(Cl)cc1	i	4%	0	866	1.1	1.6	21	-7%	i	5	/	/	-6.5*	1.4*	-2.6*	-0.2*	63%
CCN(CC)c1ccc(/C=N/N2CCN(c3ccccn3)CC2)cc1	i	-3%	-0.18	1422	/	/	/	9%	/	/	-4.6	1199	0.78	-0.23	0.46	-0.69	-8%
COc1ccc(-c2nnc(SCC(C)C)o2)cc1	i	3%	0.11	909	/	/	/	-132%	/	/	0.1	1330	-0.94	-0.18	0.24	0.34	-7%
Cc1cc2oc(=O)cc(CN3CCOCC3)c2cc1C	i	13%	-0.18	872	1.4	2.4	5.0	11%	i	-8	0.9	1103	-1.3	-0.035	-0.55	0.87	-11%
CC(C)(C)NC(=O)c1ccc2nccnc2c1	i	-2%	0.26	1949	4.0	3.9	7.2	21%	i	-18	-1.4	1093	-0.82	-0.31	-0.34	0.21	-19%
COc1ccc(C2/C(=C(/O)c3ccccc3)C(=O)C(=O)N2c2ccccn2)c(OC)c1 (stereo not given)	i	16%	0.01	1672	1.6	2.0	3.6	12%	i	5	0.3	1384	-0.064	-0.19	-0.16	-0.19	-5%
O=C(CN1C(=O)COc2ccccc21)Nc1ccc(F)cc1	i	20%	-0.38	928	6.0	2.7	2.6	4%	i	7	/	/	-0.34	-0.026	-0.0022	0.085	-33%
COc1ccccc1Oc1ccc(N/C=C/C(=O)c2ccco2)cc1	i	3%	-0.59	1345	3.3	3.7	2.8	-106%	i	5	0.5	1432	-0.23	-0.32	0.2	0.7	-10%
CCOC(=O)c1sc2ncn(C(C)C(=O)OC)c(=O)c2c1C (stereo not given)	i	14%	-0.41	1265	2.2	2.0	4.1	-2%	i	22	0.0	1140	0.25	-0.25	0.12	2.1	-16%
O=C(CSc1ncnc2sc3c(c12)CCCC3)N1CCC(c2noc3ccc(F)cc23)CC1	i	0%	0.21	1404	1.6	1.5	12	26%	i	12	-0.1	1027	-0.64	0.11	-0.89	-0.22	31%
COCC1CCCN(Cc2nc(Cc3ccccc3)no2)C1 (stereo not given)	i	2%	0.51	1328	5.4	2.1	17	2%	i	2	-1.1	1560	0.44	-0.19	-0.11	-0.5	-29%
O=C(c1ccccc1S(=O)(=O)NCc1ccccc1)N1CCCCC1	i	8%	-0.13	956	4.3	1.5	2.1	7%	i	-14	/	/	-0.26	-0.2	-0.074	0.21	0%
C=CCOC(=O)C(=O)/C=C/c1c(C)n(C)n(-c2ccccc2)c1=O	i	9%	-0.1	1453	3.6	1.9	6.7	20%	i	-1	0.5	1162	-0.077	-0.26	0.34	0.34	-16%

The list goes on:
SMILES	Yfh1-depleted yeast	P. falciparum M17LAP	Insulin prom up	Insulin prom up cell count	MT stabilizer	MT stabilizer Hoechst-high %	MT stabilizer cytotoxicity %	HEK293 NOD2/NF-kB	Autophagy mod	Autophagy mod cell loss 18 h	bCat nuc transl	bCat nuc transl cell count 5 µM	Dynein transport	Dynein transport cytoplasmic EGFP	Dynein transport nuclear GR-EGFP	Dynein transport cell count	NOD1 inhibition
O=C1NC(=O)C2C1C(c1ccc([N+](=O)[O-])cc1)=NN2Cc1ccccc1 (stereo not given)	i	-4%	-0.04	1600	5.7	1.4	3.2	1%	i	4	-4.7	1064	1.9	-0.3	0.69	-1.2	-37%
O=C(CSc1cccc2cccnc12)OCC(=O)c1ccccc1	i	11%	-0.57	1476	2.1	1.5	5.0	14%	i	17	-0.8	1360	-1.3	-0.16	-0.69	0.16	-30%
CCc1nnc(NS(=O)(=O)c2ccc(NC(=O)c3ccccc3)cc2)s1	i	-8%	-0.44	874	/	/	/	8%	/	/	-0.2	1258	-0.12	-0.27	0.41	0.24	3%
Cc1ccc(N2CC(C(=O)NCc3cccnc3)CC2=O)cc1 (stereo not given)	i	-16%	-0.15	1371	4.2	2.2	2.6	9%	i	0	-0.5	1026	-0.32	-0.25	-0.23	0.67	-9%
N#CC1=C(SCC(=O)c2ccc(Cl)cc2)NC2=C(C(=O)CCC2)C1c1ccco1 (stereo not given)	i	16%	-1.5	771	/	/	/	-11%	/	/	83*	646*	/	/	/	/	-24%
CCOC(=O)C(NC(=O)Nc1ncccn1)(Oc1ccccc1)C(F)(F)F (stereo not given)	i	2%	0.01	983	1.4	1.4	11	-1%	i	5	0.8	1119	-0.71	-0.2	-0.4	0.8	-8%
Cc1ccc(C2=[N+]([O-])C(C)(C)CC2)cc1	i	7%	2.2	922	1.2	1.8	4.8	-24%	i	-1	/	/	-0.78	-0.23	-0.35	0.96	10%
CCn1c(SCC(=O)N2CCN(c3ccc(F)cc3)CC2)nnc1-c1ccncc1	i	5%	-0.13	1090	1.9	3.2	9.9	25%	i	-12	-4.1	982	0.09	-0.12	0.35	-0.0023	4%
O=C1CCCC(=O)N1c1ccc(NCCOCCO)c([N+](=O)[O-])c1	i	11%	0.33	1210	1.9	2.8	7.7	3%	i	1	-0.4	1114	-0.94	-0.33	-0.42	0.87	-27%
CCOC(=O)C(=O)NNc1ccc(Cl)cc1	i	3%	-0.28	1137	1.8	1.4	3.0	-75%	i	1	0.4	1076	-0.49	-0.32	-0.49	0.9	-52%
COc1cc(OC)cc(-c2nc(-c3ccc(Br)cc3)no2)c1	i	1%	0.98	1054	6.0	2.6	5.3	16%	i	7	-3.7	1042	-0.76	-0.2	-0.17	0.21	-4%
O=C(NCc1ccccn1)c1nnc(Cc2ccc(Cl)cc2)o1	/	-5%	-0.69	1342	3.5	1.5	7.3	-4%	i	31	4.8	556	0.032	-0.28	0.73	0.54	-12%
O=C(Cc1ccccc1)N1CCCC1c1ccccc1 (stereo not given)	i	2%	0.44	1333	4.7	3.0	5.0	-11%	i	-9	0.5	1143	0.35	-0.11	0.57	-1.2	-6%
O=C(CSc1c[nH]c2ccccc12)NCC1CCCO1 (stereo not given)	i	16%	0.34	1695	6.1	2.2	2.9	-2%	i	5	0.4	1076	-0.14	-0.19	-0.07	-0.031	24%

As a short view, some entries already given:
SMILES	Yfh1-depleted yeast	P. falciparum M17LAP	Insulin prom up	Insulin prom up cell count	MT stabilizer	MT stabilizer Hoechst-high %	MT stabilizer cytotoxicity %	HEK293 NOD2/NF-kB	Autophagy mod	Autophagy mod cell loss 18 h	bCat nuc transl	bCat nuc transl cell count 5 µM	Dynein transport	Dynein transport cytoplasmic EGFP	Dynein transport nuclear GR-EGFP	Dynein transport cell count	NOD1 inhibition
O=C1NC(=O)C2C1C(c1ccc([N+](=O)[O-])cc1)=NN2Cc1ccccc1 (stereo not given)	i	-4%	-0.04	1600	5.7	1.4	3.2	1%	i	4	-4.7	1064	1.9	-0.3	0.69	-1.2	-37%
O=C(CSc1cccc2cccnc12)OCC(=O)c1ccccc1	i	11%	-0.57	1476	2.1	1.5	5.0	14%	i	17	-0.8	1360	-1.3	-0.16	-0.69	0.16	-30%

Source: PubChem (several laboratories)

These rows are one share of the data. The share of hits here may be higher or lower than overall.
